# ASM inhibitor – Inhibitors of Secretory Acid Sphingomyelinase (S-ASM): qHTS; Sphingomyelin phosphodiesterase (Homo sapiens), P17405; placental ASM, HMU-PC fluorogenic substrate, 60 min; Potency, µM (doses to about 57.5 µM), for inactives: at the top dose activity change, negative = inhibition, usual class: inhibitors; 0.006% of 340,000 active; note: potency is the fitted concentration of half-maximal effect
#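 Human placenta-derived ASM enzyme was preincubated with compound for 10 minutes at room temperature, then given fluorogenic substrate HMU-PC0 (9 uM final) for 60 minutes at 37 °C; a pH 10 stop preceded fluorescence reading at Ex 386/Em 447 nm.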
# uPA surface inh – qHTS for Inhibitors of Cell Surface uPA Generation; 0.31% of 330,000 active; Potency, µM (top dose mostly 38.3 µM), for inactives: top-dose activity change, negative = inhibition, actives largely listed as inhibitors; cell surface uPA generation assay, qHTS; active = well fitted inhibition curve with a large enough effect; inconclusive = small, poorly fitted or top-dose-only effect; inactive = no such curve, though single readings can be large or run the other way; tested in mouse RAW 264.7 cells; note: potency is the fitted concentration of half-maximal effect; % is set by controls: 0 for no effect and ±100 for the full control effect; nearly all actives have a fitted effect of over 55% in size
# BRCA1 expr up – qHTS Assay to Identify Small Molecule Activators of BRCA1 Expression; 1.1% of 380,000 active; MCF7-BRCA1-FFLuc reporter, luminescence, 48 h; response scale: scaled: vehicle 0%, 10 µM genistein 100%; Potency, µM (titrated, usually from 46.1 µM), for inactives: at the highest dose activation, usual class: activators; note: potency is the fitted concentration of half-maximal effect; nearly all actives have a fitted effect of over 80% in size; some results filed as inactive show a strong effect at the top dose
#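 Luminescence from a BRCA1-driven firefly luciferase in MCF7 cells was read after 48 h compound exposure at 37 C. Data normalized against DMSO and a 10microM genistein activation control, then curve-fitted across the titration.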
# TRPV1 ag – HTS Assay for Compounds that Act as Agonists of the Vanilloid Receptor 1 | TRPV1-expressing cells, Fluo-8 calcium influx, agonist mode | AID 540275, 2011 | Transient receptor potential cation channel subfamily V member 1 (Homo sapiens), Q8NER1 | 0.19% of 320,000 active | activation, % at 8.33 µM; in the data active = activation above about 80%; inconclusive = between about 30% and that limit; note: 0% is about no effect
#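 Cells expressing TRPV1 were dye-loaded with Fluo-8 and read kinetically: 10 s baseline, 3 min after compound (agonist portion), then 2 min after EC20 capsaicin (allosteric enhancer portion). Calcium-bound dye fluorescence at 480/520 nm.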
# p53 reactivator – qHTS assay for re-activators of p53 using a Luc reporter; H1299 p53-A138V BP100-luciferase reporter, luminescence, 24 h; Potency, µM (highest dose often 92.2 µM), for the others: at the highest dose activity change, positive = activation, actives largely listed as activators; 0.063% of 320,000 active; AID 504706, 2011; note: potency is the fitted concentration of half-maximal effect; % of control where 0% means no effect; nearly all actives have a fitted effect of over 45% in size
#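 H1299 (p53-null), stable ts p53-A138V + BP100-Luc; 1000 cells/well, Opti-MEM/10% FBS; cpd 4 pt, 1:5; 24 h, 37 deg C, 5% CO2; detection reagent 10 min RT; luminescence.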
# B2AR arrestin – qHTS assay of beta-arrestin-biased ligands of beta2-adrenergic receptor. Potency, µM (titrated, usually from 46.1 µM), for the others: at the highest dose activation, most hits filed as activators. 0.02% of 330,000 active. beta-arrestin recruitment to beta2AR, cell-based reporter. AID 492947, 2010;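 note: potency is the fitted concentration of half-maximal effect; 0% = DMSO controls and full agonism = EC100 isoproterenol or metaproterenol; nearly all actives have a fitted effect of over 65% in size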
# Target sequence (P07550 whole entry, looked up): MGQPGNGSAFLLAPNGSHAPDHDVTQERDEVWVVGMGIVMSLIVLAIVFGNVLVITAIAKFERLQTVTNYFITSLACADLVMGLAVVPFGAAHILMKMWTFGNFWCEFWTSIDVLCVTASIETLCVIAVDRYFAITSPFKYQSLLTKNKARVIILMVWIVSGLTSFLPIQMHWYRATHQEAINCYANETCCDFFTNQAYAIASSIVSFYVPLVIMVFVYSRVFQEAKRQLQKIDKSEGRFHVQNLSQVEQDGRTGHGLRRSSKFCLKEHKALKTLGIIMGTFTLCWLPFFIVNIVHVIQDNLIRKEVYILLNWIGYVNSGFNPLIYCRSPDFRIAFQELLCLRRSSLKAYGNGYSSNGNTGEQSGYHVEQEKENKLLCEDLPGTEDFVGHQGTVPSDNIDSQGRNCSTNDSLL
# Eya2 inh – qHTS Assay for Inhibitors of the Phosphatase Activity of Eya2 | recombinant Eya2, OMFP fluorescence dephosphorylation (OMFP is methylfluorescein phosphate) | Potency, µM (titrated, usually from 76.9 µM), inactives show top-dose activity, negative = inhibition, usual class: inhibitors | 0.006% of 330,000 active | AID 488837, 2010; note: potency is the fitted concentration of half-maximal effect; % is set by controls: 0 for no effect and ±100 for the full control effect
#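 Eya2 (0.2 uM) preincubated 10 min at ambient with compound, then OMFP substrate added at 50 uM; 10 min reaction in 50 mM HEPES pH 7.5, 50 mM NaCl, 5 uM MgCl2, 0.05% BSA, 1 mM DTT. Fluorescence read at Ex 485/Em 525 nm.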
# TSG101-PTAP inh – qHTS Assay for Iinhibitors of HIV-1 Budding by Blocking the Interaction of PTAP/TSG101; AID 493005, 2010; Potency, µM (doses to about 115 µM), inactives show at the highest dose activity change, negative = inhibition, actives largely listed as inhibitors; Tumor susceptibility gene 101 protein (Homo sapiens), Q99816; 340,000 tested, under 10 active; Fluorescence polarization, FITC-PTAP peptide / Tsg101 binding; active = well fitted inhibition curve with a large enough effect in the main read-out, with a control signal flat, not every such curve was filed as active; inconclusive = small, poorly fitted or top-dose-only effect, or effect the other way, or a change in a side signal; inactive = no such curve, though single readings can be large or run the other way; note: potency is the fitted concentration of half-maximal effect; % of control where 0% means no effect
# Target sequence (Q99816 whole entry, looked up): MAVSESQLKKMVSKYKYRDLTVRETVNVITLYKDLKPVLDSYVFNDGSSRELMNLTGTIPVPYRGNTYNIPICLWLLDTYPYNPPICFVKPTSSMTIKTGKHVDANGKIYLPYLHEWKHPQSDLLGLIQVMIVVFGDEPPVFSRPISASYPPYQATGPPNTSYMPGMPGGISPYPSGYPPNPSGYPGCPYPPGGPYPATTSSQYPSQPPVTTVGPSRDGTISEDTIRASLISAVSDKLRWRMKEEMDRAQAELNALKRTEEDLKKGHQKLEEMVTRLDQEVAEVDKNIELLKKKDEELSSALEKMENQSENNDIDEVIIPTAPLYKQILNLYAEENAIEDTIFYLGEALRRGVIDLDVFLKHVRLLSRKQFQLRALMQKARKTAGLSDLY
#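 Compounds were pin-transferred onto Tsg101 binding domain (10 uM final) in HEPES pH 7.5 buffer, then FITC-PTAP peptide was added at 50 nM final. After 20 min at RT, polarization reported peptide displacement across a qHTS concentration series.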
# Integrin act MD – qHTS for Activators of Integrin-Mediated Alleviation for Muscular Dystrophy | alpha7betagal myoblasts, beta-gal FDG fluorescence, 48 h | Potency, µM (highest dose often 38.3 µM), for the others: at the highest dose activation, most hits filed as activators | 0.064% of 350,000 active | AID 624291, 2012;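 note: potency is the fitted concentration of half-maximal effect; 100% = response of the positive control SU9516; nearly all actives have a fitted effect of over 60% in size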
#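 Alpha7betagal+/- myoblasts (passage 13) were plated 16-24 hr, then exposed to compounds (1:260 dilution of DMSO stock) for 48 hours at 37C. After MPER lysis, β-galactosidase reporter activity was read as FDG fluorescence (ex 480/em 540) after 30 minutes.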
# USP2a block – qHTS Assay for Inhibitors of Ubiquitin-specific Protease USP2a Using CHOP2 as the Reporter. Ubiquitin carboxyl-terminal hydrolase 2 (Homo sapiens), O75604. USP2 core, Ub-CHOP2 coupled fluorogenic reporter, 485/531. Potency, µM (top dose mostly 38.3 µM), without a hit: at the highest dose activity change, negative = inhibition, most hits filed as inhibitors. 0.01% of 330,000 active;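 note: potency is the fitted concentration of half-maximal effect; plate controls were DMSO wells for no effect and full inhibition by NEM control for full effect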
#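 Deubiquitinase activity read as fluorescence (485/531 nm) after Ub-CHOP2 cleavage activates the enterokinase reporter on its substrate; USP2 core 10nM, Ub-CHOP2 and substrate 25nM each, 30min compound preincubation then 60min RT; data normalized to NEM, curves fitted.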
# ELG1 genotox – qHTS screen for small molecules that induce genotoxicity in human embryonic kidney (HEK293T) cells expressing luciferase-tagged ELG1; HEK293T ELG1-luciferase reporter, luminescence, 16 h; Potency, µM (series often up to 46 µM), for the others: at the top dose activity change, positive = activation, usual class: activators; 1.3% of 330,000 active; note: potency is the fitted concentration of half-maximal effect; % of control where 0% means no effect; nearly all actives have a fitted effect of over 60% in size
#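 Screening used a luciferase reporter fused to human ELG1 in HEK293T cells. Luminescence was read on a CCD plate imager after 16 hr exposure and 30 min ONE-Glo incubation.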
# The depositor's hits bear a star; ? = inconclusive; nt = no result given; [ ] = another dose, or the depositor's remark. Unless noted, calls come from the whole dose curve; as a rule, active = well fitted curve in the direction sought with a large enough effect; inconclusive = small, poorly fitted or top-dose-only effect, or another doubt; inactive = no such curve, though single readings can be large; an effect the other way counts as inactive or inconclusive.
structure	ASM inhibitor	uPA surface inh	BRCA1 expr up	TRPV1 ag	p53 reactivator	B2AR arrestin	Eya2 inh	TSG101-PTAP inh	Integrin act MD	USP2a block	ELG1 genotox
CN(C)S(=O)(=O)c1cccc(C(=O)OCC(=O)N2c3ccccc3NC(=O)C2(C)C)c1	0%	0%	-19%	2	-2%	0.4%	-5%[15.4 µM]	-3%	4%	-1%	-1%
CNC(=O)c1csc(-c2ccc(Cl)cc2)n1	0%	0%	50%	84*	5%	-0.2%	3%	-8%	-24%	1%	?
CCc1ccc(OCC(=O)Nc2ccc(S(=O)(=O)Nc3ccccn3)cc2)cc1	1%	-1%	-13%	0	4%	-0.4%	2%	0%	-3%	0%	-3%
COc1ccccc1CNC(=O)CN1CCN(Cc2ccc(Cl)cc2)C1=O	-3%	-4%	-7%	nt	nt	nt	nt	-4%	14%	nt	nt
CS(=O)(=O)N(CC(=O)Nc1ccccc1C(=O)N1CCOCC1)c1ccc(Cl)cc1	4%	0%	18%	0	-3%	-0.3%	16%	-11%	11%	0%	0%
Oc1cccc(NC(=S)N=Nc2c(O)[nH]c3ccccc23)c1	-12%	1%	-7%	-3	26%	-1.2%	8%	2%	0%	-1%	?
COc1ccc(CCNC(=O)Cc2cccs2)cc1	1%	7%	-2%	6	10%	0.0%	10%	-1%	-23%	3%	5%
CCCN1CCN(C(=S)Nc2sc(CC)cc2C(=O)OC)CC1	-3%	6%	-31%	1	1%	-0.6%	-6%	-5%	-4%	-3%	-3%
COc1cc(OC)c2cc(C(=O)N/N=C/c3cccc(OC)c3O)[nH]c2c1	-14%	-14%	-16%	-2	?	-0.3%	3%	-4%	-19%	0%	?
CC(C)CNC(=O)CSc1ccc(S(=O)(=O)N(C)C2CCCCC2)cn1	1%	1%	-37%	18	12%	-0.4%	9%	-5%	-9%	-1%	-1%
COc1ccc(CN2C(=O)c3cccnc3C2=O)cc1S(=O)(=O)NC1CCCCC1	181%	16%	-1%	1	14%	0.2%	-2%	1%	-23%	0%	0%
COc1ccc(NC(=O)c2cc(=O)[nH]c3ccccc23)cc1	0%	-3%	-38%	-2	1%	-0.9%	0%	-5%	-39%	-1%	3%
O=C1c2ccccc2C(=O)N1c1ccccc1S(=O)C(F)(F)F (stereo not given)	1%	6%	13%	1	-3%	0.0%	-20%[15.4 µM]	1%	3%	0%	-2%
COc1ccc(C(=O)NCCC(=O)NCc2cc(=O)n(C)c(=O)n2C)cc1	4%	1%	5%	0	6%	0.2%	0%	0%	-36%	0%	2%
Cc1nc2sc(C(c3ccco3)N3CCN(c4ccc(F)cc4)CC3)c(O)n2n1 (stereo not given)	0%	-3%	3%	-2	1%	-0.7%	-3%	-3%	0%	-3%	1%
C=CCN1C(=O)C(CC(=O)Nc2ccc(OC)cc2)N(Cc2ccco2)C1=S (stereo not given)	-2%	nt	-3%	2	-5%	0.1%	-10%	-6%	-7%	-1%	-6%
CC(C)NC(=O)CN(Cc1ccc(F)cc1)C(=O)CCC(=O)Nc1nccs1	1%	1%	-1%	1	-3%	-1.1%	-12%	-6%	-12%	4%	5%
Clc1cccc(-c2nnc(-c3ccno3)o2)c1	-14%	-7%	-10%	7	13%	0.2%	5%	-5%	12%	8%	5%
O=C(CC1C(=O)NCCN1Cc1c(F)cccc1Cl)NCCc1ccccn1 (stereo not given)	-1%	14%	-2%	9	6%	-0.3%	-8%	-2%	-11%	0%	3%
O=C(c1cnccn1)N(Cc1cccs1)C1(C(=O)NC2CCCC2)CCCCC1	2%	-1%	-16%	4	3%	-0.4%	0%	-1%	-17%	4%	-8%
COC(=O)c1c(N2C(=O)CCC2=O)sc2c1CCCC2	0%	10%	1%	2	-7%	-1.0%	4%	-2%	-9%	?	-1%
O=C(O)CC(CNS(=O)(=O)c1ccccc1)c1ccccc1 (stereo not given)	2%	-3%	-22%	0	7%	-0.4%	4%	-1%	5%	0%	-14%
COC(=O)C1CSC(C(=O)OC)N1C(=O)Nc1ccccc1 (stereo not given)	3%	-5%	-1%	-1	-5%	-0.3%	3%	-4%	19%	1%	0%
CC1CC(OCC(O)CN2CCOCC2)CC(C)(C)C1 (stereo not given)	-6%	6%	1%	4	8%	0.3%	1%	-4%	10%	0%	1%
Oc1ccc(C[C@@H]2CNCCN2CCc2cc(C(F)(F)F)cc(C(F)(F)F)c2)cc1	-6%	?	-93%	2	-19%	0.1%	10%	0%	-46%[inhibitor]	-1%	6%
Cc1ccccc1NC(=O)c1nn(C)c(C(=O)Nc2ccccc2C)c1[N+](=O)[O-]	-5%	13%	-6%	5	nt	-0.4%	-4%	-1%	10%	-1%	-3%
CC(=O)c1ccc(N2CCN(C(=O)Cc3cccs3)CC2)cc1	0%	-2%	2%	2	2%	-0.3%	10%	-3%	34%	3%	17%
N#C/C(=C/c1cn(-c2ccccc2)nc1-c1cccc(S(=O)(=O)N2CCOCC2)c1)C(=O)NCc1ccco1	108%[activator]	3%	-2%	0	-4%	-0.6%	1%	-2%	-8%	0%	3%
O=c1c2ccccc2ncn1-c1ccccc1C(F)(F)F	-2%	6%	16%	0	-1%	-0.2%	4%	1%	-31%	2%	0%
Cc1ccc2c(C)c(C(=O)N3CCN(c4ccncc4)CC3)oc2c1C	5%	-12%	18%	nt	nt	nt	nt	-6%	-61%[inhibitor]	nt	nt

# Two compounds picked at random from the list so far, as already listed:
structure	ASM inhibitor	uPA surface inh	BRCA1 expr up	TRPV1 ag	p53 reactivator	B2AR arrestin	Eya2 inh	TSG101-PTAP inh	Integrin act MD	USP2a block	ELG1 genotox
Cc1ccc2c(C)c(C(=O)N3CCN(c4ccncc4)CC3)oc2c1C	5%	-12%	18%	nt	nt	nt	nt	-6%	-61%[inhibitor]	nt	nt
COC(=O)C1CSC(C(=O)OC)N1C(=O)Nc1ccccc1 (stereo not given)	3%	-5%	-1%	-1	-5%	-0.3%	3%	-4%	19%	1%	0%

# Further structures
structure	ASM inhibitor	uPA surface inh	BRCA1 expr up	TRPV1 ag	p53 reactivator	B2AR arrestin	Eya2 inh	TSG101-PTAP inh	Integrin act MD	USP2a block	ELG1 genotox
Cc1ccc(CSCC(=O)N2CCN(c3ccccc3)CC2)cc1	-1%	4%	-5%	?	4%	0.9%	-4%	-1%	7%	-6%	0%
CC(C)Oc1cccc(C(=O)C2CCCN(C(=O)c3ccoc3)C2)c1 (stereo not given)	1%	-14%	14%	0	6%	-0.8%	-8%	-7%	?	1%	4%
CCc1ccccc1NC(=O)CC(O)(C(=O)OC)C(F)(F)F (stereo not given)	8%	-29%	2%	-1	2%	0.1%	12%	-16%	?	3%	4%
CC(=O)Nc1ccc(S(=O)(=O)N2CCN(c3ncccn3)CC2)cc1	1%	15%	0%	0	29%	-0.5%	-19%	-2%	17%	1%	-7%
O=C(NC(=S)Nc1ccc2[nH]c(=O)[nH]c2c1)c1cncc(Br)c1	10%	-5%	0%	1	-1%	0.4%	0%	3%	-13%	1%	4%
CCc1cc(=O)oc2cc(OC(C)C(=O)O)c(Cl)cc12 (stereo not given)	6%	2%	1%	0	-2%	0.0%	26%	-12%	10%	0%	-6%
CCOC(=O)c1ccc(N2C(=O)CC(Sc3nc(C)cc(C)n3)C2=O)cc1 (stereo not given)	-2%	17%	0%	1	4%	0.5%	0%	-2%	15%	2%	2%
O=C1OC(c2ccc(Br)cc2)=N/C1=C\c1ccco1	1%	-1%	-3%	3	7%	0.0%	-13%	-7%	0%	1%	-1%
O=C(NCc1ccncc1)c1cnccn1	6%	-2%	3%	-2	-7%	-0.2%	3%	-7%	-14%	-1%	0%
CCCn1c(=NC(=O)c2ccc3c(c2)OCO3)c(C#N)cc2c(=O)n3cccc(C)c3nc21	nt	nt	nt	-2	-4%	3.3%	16%	nt	nt	?	1%
CCOc1c(Br)cc(C(=O)N2CCCN(C)CC2)cc1OC	0%	-3%	12%	-4	2%	0.3%	7%	-2%	-27%	1%	0%
C=CCNC(=O)CSc1nc2cc(C(=O)OCC)ccc2n1CC	2%	nt	1%	3	0%	0.1%	7%	-5%	-8%	-3%	3%

# Screens (PubChem)
